Screening data as filed in PubChem.
STK33 inh = blocks human STK33 kinase activity | Q9BYT3 | purified STK33, MBP phosphorylation, ADP-Glo luminescence | inhibition, % at 10 µM | 320,000 compounds, 0.073% hits | AID 2661;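 active means inhibition at or above 25%, using the most active replicate where run in duplicate; inactive means inhibition below 25%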
Target sequence (Q9BYT3 whole entry, looked up): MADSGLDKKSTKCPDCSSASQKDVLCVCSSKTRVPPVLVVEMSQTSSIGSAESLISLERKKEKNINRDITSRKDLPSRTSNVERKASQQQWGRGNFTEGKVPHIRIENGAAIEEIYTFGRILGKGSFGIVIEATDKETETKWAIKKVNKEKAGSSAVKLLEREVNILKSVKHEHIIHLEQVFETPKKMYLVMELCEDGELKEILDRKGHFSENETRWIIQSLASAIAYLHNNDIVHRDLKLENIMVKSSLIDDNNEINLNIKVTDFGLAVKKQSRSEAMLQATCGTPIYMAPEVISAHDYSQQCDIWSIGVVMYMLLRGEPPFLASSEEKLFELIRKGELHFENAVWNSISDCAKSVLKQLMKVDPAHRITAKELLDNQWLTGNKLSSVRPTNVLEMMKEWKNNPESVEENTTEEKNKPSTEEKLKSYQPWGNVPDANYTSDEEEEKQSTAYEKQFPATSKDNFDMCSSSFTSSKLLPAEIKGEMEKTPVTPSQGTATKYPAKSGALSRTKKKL
OX1R FRET antag = OX1R (human) antagonism | 330,000 compounds, 1.8% hits | OX1R-expressing cells, FRET antagonist read-out | inhibition, % at 6.6 µM; in the data active means inhibition mostly above about 38%, no sharp cut-off; inactive means mostly below about 40%;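 further: 0% = agonist challenge alone and 100% = reference antagonist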
Target sequence (O43613 whole entry, looked up): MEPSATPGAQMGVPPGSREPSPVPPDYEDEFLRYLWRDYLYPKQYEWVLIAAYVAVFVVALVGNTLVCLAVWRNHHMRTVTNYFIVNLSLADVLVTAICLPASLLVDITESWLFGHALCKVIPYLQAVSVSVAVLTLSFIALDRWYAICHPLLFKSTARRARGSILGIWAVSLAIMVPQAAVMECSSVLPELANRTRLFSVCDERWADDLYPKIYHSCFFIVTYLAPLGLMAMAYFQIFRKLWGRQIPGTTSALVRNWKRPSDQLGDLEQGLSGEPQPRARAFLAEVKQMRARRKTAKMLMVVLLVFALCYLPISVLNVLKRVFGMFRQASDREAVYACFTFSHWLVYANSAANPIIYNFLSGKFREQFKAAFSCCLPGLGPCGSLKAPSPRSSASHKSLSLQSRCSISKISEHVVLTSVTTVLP
KCNQ2 inh = KCNQ2 potassium channel inhibitors, primary screen, cell-based, CHO-K1, FluxOR thallium flux, B-score (AID 2156); 20 min; active compounds read low; B-score at 10 µM; 310,000 compounds, 1.1% hits;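 active means fluorescence ratio B-score at most minus 3 library SDs, with starting brightness B-score within 2 library SDs, cut at about -5.5 in these data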
* hit, by the source's call; i = inactive; nt = not tested or not shown. Outcome played no part in choosing rows. Share with any hit: about 2.7%.

The opening two records, to show the layout:
KCNQ2 inh	OX1R FRET antag	STK33 inh	canonical_smiles
i	-5	-1.8	CCN(c1cccc(C)c1)C1C(=O)c2ccccc2N1C(C)=O (stereo not given)
i	1	-0.1	COc1ccc(CC(=O)N[C@@H](C)C(=O)N2CCC3(CC2)NCCc2[nH]cnc23)cc1

Results, repeating the preview:
KCNQ2 inh	OX1R FRET antag	STK33 inh	canonical_smiles
i	-5	-1.8	CCN(c1cccc(C)c1)C1C(=O)c2ccccc2N1C(C)=O (stereo not given)
i	1	-0.1	COc1ccc(CC(=O)N[C@@H](C)C(=O)N2CCC3(CC2)NCCc2[nH]cnc23)cc1
i	8	-1.2	O=C(CSc1nnc(COc2ccc(Cl)cc2)o1)OC1CCCCC1
i	26	0.0	COC(=O)c1cn(-c2ccccc2)nc1-c1ccncc1
i	22	0.4	Cc1ccc2c(CC(=O)OCc3csc(C)n3)coc2c1
i	8	0.0	CCC1CCCCN1CCCNC(=O)Cn1nc(-c2ccccc2)ccc1=O (stereo not given)
nt	7	-1.8	Cc1ccc(CN2CC[C@H]3C=CCc4cccc(c43)C2)cc1
i	8	-1.5	Cc1cc(C)nc(NS(=O)(=O)c2ccc(NC(=O)c3ccccc3[N+](=O)[O-])cc2)n1
i	19	-0.8	CCCn1nnc(NC(=O)c2ccc(-c3ccccc3)cc2)n1
i	16	0.2	Cc1cc(NCCCn2ccnc2)n2nc(-c3ccc(F)cc3)cc2n1
i	14	-1.4	CCNc1nc(-c2ccc(Cl)cc2)cs1
i	25	-1.3	O=C(O)CSc1c2c(nc3cc(C(=O)N4CCCC4)ccc13)CCCC2
i	14	-0.9	Cc1cccc(NC(=O)CSc2nnc(CCNC(=O)OC(C)(C)C)o2)c1C
i	15	-0.9	Cc1sc2nc(CN3CCOCC3)nc(Oc3ccc(NC(=O)c4ccco4)cc3)c2c1C
i	9	0.2	CC(C)C(=O)NC(c1ccc(N(C)C)cc1)c1c(O)ccc2ccccc12 (stereo not given)
-6.1*	11	0.3	CCN1CCSc2ccc(C(=O)NCc3ccccc3Br)cc21
i	3	0.3	Cc1cc(C)cc(NC(=O)Nc2c(Br)cnn2C)c1
i	15	0.0	CC(C)C(OC(=O)CN1C(=O)c2ccccc2C1=O)C(=O)NC1CCCCC1 (stereo not given)
nt	5	-1.4	CCN(CC)S(=O)(=O)c1ccc(NC(=O)c2ccc(N3CCCC3=O)cc2)cc1
i	50	-0.7	COc1ccc(-c2noc(C)c2-c2ccc3ccccc3n2)c(O)c1
i	39	0.9	O=C1c2ccccc2-c2onc3c(N4CCN(CCO)CC4)cc(N4CCN(C(=O)c5ccco5)CC4)c1c23
nt	4	-0.2	COc1ccccc1C(CNC(=O)CNC(=O)c1ccc(C)c(C)c1)N1CCCC1 (stereo not given)
i	12	-1.2	CC1CCN(C(=O)CSc2nc(N)cc(N)n2)CC1
i	2	-2.0	CCOc1nc2ccccc2nc1NS(=O)(=O)c1ccc(Cl)cc1
i	15	0.1	Cc1cc(=O)n2c(C(=O)Nc3ccc(C)c(C)c3)c(C(=O)Nc3ccccc3)sc2n1
i	15	-0.5	Cc1cc2oc(=O)ccc2cc1[N+](=O)[O-]
i	9	20	Cc1ccc2[nH]c3c(c2c1)CCc1cn[nH]c1-3
nt	12	-0.4	COc1ccc2c(c1)C(=O)CC(c1ccccc1F)O2 (stereo not given)
i	3	0.4	CC(=O)OCc1cc(=O)n(C)c(=O)n1C
nt	29*	-1.2	Cc1cc(C)n2nc(SCC(=O)Nc3ccc(F)cc3[N+](=O)[O-])nc2n1
i	20	-0.7	COc1cc2c(cc1OC)CN(C(=O)CNS(=O)(=O)c1ccc(C)c(C)c1)CC2
i	21	nt	O=C(CN1CCCCCC1)NCCN1C(=O)S/C(=C\c2ccccc2Cl)C1=O
nt	11	0.5	O=c1cc(-c2ccc([N+](=O)[O-])cc2)nc2cc(-c3ccc(Cl)cc3)[nH]n12
i	10	-1.4	CCS(=O)(=O)c1nc2ccccc2n1Cc1ccccn1
i	1	-1.5	CC(C)Sc1nc2ccc(N3C(=O)C4CCCCC4C3=O)cc2s1 (stereo not given)
i	3	-1.9	CCSc1nnc(Cn2c(=O)sc3ccccc32)n1C
i	16	-0.6	CCCNC(=O)c1cnc(Sc2ncc(C(F)(F)F)cc2Cl)n1C
i	19	-0.5	O=C(CSc1ccc(-c2ccncc2)nn1)N1CCCC1
i	12	-0.2	O=C(COc1ccc(Cl)cc1)NCc1cn2cc(Cl)ccc2n1
i	43	-2.6	CC(C)C(C)NC(=O)COc1ccc(OCc2ccccc2)cc1 (stereo not given)
i	37	0.0	Cc1ccc(C2=C(c3ccc([N+](=O)[O-])cc3)C(=O)OC2)cc1C
i	11	nt	CCOC(=O)N1CCN(Cc2nc(Cc3cccc(C(F)(F)F)c3)no2)CC1
i	22	-0.1	COc1ccc(N(CC(=O)Nc2cccc(C)c2)S(=O)(=O)c2c(C)noc2C)cc1
i	12	-0.5	O=C(NCc1ccccc1)NC(O)C(Cl)(Cl)Cl (stereo not given)
i	42	-0.7	COC(=O)C1CCN(Cc2ccc(OCCCN3CCN(c4ccc([N+](=O)[O-])cc4)CC3)cc2)CC1
i	35	-0.5	O=C(/C=C/c1cccs1)N1CCC2(CC1)Oc1ccc(F)cc1C(=O)C21CC(c2ccc(Cl)cc2)=NO1 (stereo not given)
i	11	nt	O=C(C1CCCCN1S(=O)(=O)c1ccccc1)N1CCCCC1 (stereo not given)
i	8	-1.4	O=C(NCc1ccc(Cl)cc1)c1ccc(NC(=O)C2CCCO2)cc1 (stereo not given)
i	7	0.6	Cc1ccc(CSc2cc(C)[nH]c(=O)n2)cc1
i	3	-0.8	COCCCn1c(=O)c2sccc2n2c(CCCC(=O)N(C)Cc3ccco3)nnc12
i	14	-1.0	CCCC/C(O)=N\S(=O)(=O)c1ccc(N=NN(C)C)cc1
i	11	0.0	COCCOC(=O)c1c(NC(=O)CSc2cccc[n+]2[O-])sc(C(N)=O)c1C
i	-3	0.5	O=C(CC1SC(N2CCCC2)=NC1=O)Nc1ccc(C(=O)Nc2ccccc2)cc1 (stereo not given)
i	8	-1.0	Fc1cccc(CN2CCN3CCCC3C2C2CCCCC2)c1 (stereo not given)
i	22	-1.1	CCC(C)(C)NC(=O)CN(C(=O)CCC(=O)Nc1nccs1)c1ccc2c(c1)OCCO2
i	6	-0.1	CNC(=S)NCCc1ccc(OC)cc1
i	9	-1.3	COc1ccccc1NC(=O)C1CCCN1C(=O)NC1CCCCC1 (stereo not given)
i	24	-1.8	Cc1ccc2sc(N3CCN(C(=O)c4ccc([N+](=O)[O-])o4)CC3)nc2c1C
i	12	-1.3	CNS(=O)(=O)c1ccc(C(C)(C)C)cc1
-6.6*	19	-1.9	CCOC(=O)C1=C(C)Nc2sc(C(=O)c3ccc(Br)cc3)c(N)c2C1c1ccc(C(=O)OC)cc1 (stereo not given)

The listing continues:
KCNQ2 inh	OX1R FRET antag	STK33 inh	canonical_smiles
i	7	-0.7	CCCCNC(=O)Cn1c(=O)n(C)c2ccccc21
i	23	-1.3	CNC(=O)CN(c1cc(C)ccc1OC)S(=O)(=O)c1ccc(C)cc1
nt	9	-1.3	Cc1noc(C)c1COC(=O)C1CCN(S(=O)(=O)c2ccc(F)cc2)CC1
i	4	-1.3	O=C(O)C1C2C=CC(C2)C1C(=O)N1CCOCC1 (stereo not given)
i	15	0.6	O=C(NC1CCCC1)c1ccccc1OCc1ccccc1
i	6	-0.5	CCC1CCCCN1Cc1nc2c(c(=O)n(C)c(=O)n2C)n1CCCc1ccccc1 (stereo not given)
i	31	4.8	Cn1nc(C(=O)Nc2nc3ccccc3[nH]2)c2ccccc2c1=O
i	18	0.2	COCCN1Cc2cccc(C(=O)Nc3ccccc3OC)c2C1=O
i	9	-1.2	COc1ccc(CN2CCC(Cc3ccccc3)CC2)cc1OC
i	35	-1.1	Cc1n[nH]c(C)c1Sc1ccccc1N=Cc1cc(Cl)cc([N+](=O)[O-])c1O
i	6	0.5	COC(=O)c1ccc(C(=O)OC)c(NC(=O)CSCc2ccccc2Br)c1
i	41	-1.1	COc1ccc(NC(=O)CSc2n[nH]c(C(C)C)n2)c([N+](=O)[O-])c1
i	-4	0.0	Cc1cc2cc3c(C)cc(=O)oc3c(C)c2o1
i	27	-0.4	CCC(=O)N(CCc1ccc(OC)c(OC)c1)Cc1cc2ccc(C)cc2n2nnnc12
i	5	-1.9	CCN(C(=O)COC(=O)c1cccc(NS(=O)(=O)c2ccc(F)c(F)c2)c1)C1CCS(=O)(=O)C1 (stereo not given)
i	26	-0.4	O=C(COC(=O)c1cc([N+](=O)[O-])ccc1Cl)NC1CCCC1
i	15	0.0	COc1ccccc1CNC(=O)c1ccc2nc(N3CCOCC3)sc2c1
i	23	0.2	CN(CC(=O)Nc1ccc(Cl)c(Cl)c1)C(=O)CC1OC(=O)c2ccccc21 (stereo not given)
i	4	0.3	Cc1cccc(CCNC(=O)C2CCN(S(=O)(=O)c3cccc4cccnc34)CC2)c1
i	18	1.5	CCc1nnc(NS(=O)(=O)c2ccc(N/C=C/C(=O)c3ccc(C)cc3)cc2)s1

Part of the list above in a different format.
Each structure is followed by: KCNQ2 inh, OX1R FRET antag, STK33 inh
CCCCNC(=O)Cn1c(=O)n(C)c2ccccc21
    i, 7, -0.7
CNC(=O)CN(c1cc(C)ccc1OC)S(=O)(=O)c1ccc(C)cc1
    i, 23, -1.3

The list goes on.
KCNQ2 inh	OX1R FRET antag	STK33 inh	canonical_smiles
i	4	-1.8	O=C(NCc1ccco1)c1nnc(Cc2ccc(F)cc2)o1
i	5	-0.6	c1ccc(C(c2ccccc2)N2CCN(Cc3nnnn3C3CCCC3)CC2)cc1
i	1	-0.1	COC(=O)c1nnn(-c2nonc2N)c1CSc1ccc(Cl)cc1
i	4	-0.6	COc1cc(NS(=O)(=O)c2cn(C)cn2)cc(OC)c1
i	12	-1.7	O=[N+]([O-])c1ccc(S(=O)(=O)Nc2cccc(-c3ccc(N4CCOCC4)nn3)c2)cc1
i	1	-2.5	CCCNC(=O)OCC12CC3CC(CC(C3)C1)C2
nt	8	-1.4	COc1ccccc1NS(=O)(=O)c1cc(N)ccc1N1CCCC1
i	18	1.6	CCc1cc2cc3c(cc2nc1SCC(=O)N1CCN(C(=O)c2ccco2)CC1)OCO3
i	2	-0.4	c1csc(-c2nn[nH]n2)c1
nt	13	-0.7	Cn1nc(C(=O)NCC(c2cccs2)N2CCOCC2)c2ccccc2c1=O (stereo not given)
i	2	0.4	COC1CCN(C(=O)c2cc(COc3ccc(-n4cncn4)cc3)on2)CC1
i	0	-2.5	COc1ccc(NC(=S)NCCCN2CCOCC2)cc1
i	1	0.8	COc1ccc(OC)c(NC(=O)C2=C(C)NC(=O)NC2c2cccs2)c1 (stereo not given)
i	24	0.8	COc1cc(C2Nc3ccccc3C(=O)N2c2ccccc2)ccc1O (stereo not given)
i	-1	-0.2	CC1=C(C(=O)OCc2ccc([N+](=O)[O-])cc2)N2C(=O)C(NC(=O)Cc3ccccc3)C2SC1 (stereo not given)
i	9	-1.5	Cn1cnnc1SC1CCCCC1NS(=O)(=O)c1ccc(Cl)cc1 (stereo not given)
-8.1*	49*	3.7	COc1ccc2c(c1)[nH]c1c(N3CCN(Cc4ccc5c(c4)OCO5)CC3)ncnc12
i	30	0.4	Cc1cc(C)c2nc(-c3ccccn3)cc(C(=O)NCCc3ccc(S(N)(=O)=O)cc3)c2c1
i	15	-0.8	CCC(CC)NC(=O)COC(=O)c1ccc2c(c1)C(=O)N(Cc1ccco1)C2=O
i	7	-1.1	CCc1nc(SCC(=O)NCCc2ccc(OC)c(OC)c2)c2c(=O)n(C)c(=O)n(C)c2n1

As a short view, some entries already given.
KCNQ2 inh	OX1R FRET antag	STK33 inh	canonical_smiles
i	24	0.8	COc1cc(C2Nc3ccccc3C(=O)N2c2ccccc2)ccc1O (stereo not given)
i	-1	-0.2	CC1=C(C(=O)OCc2ccc([N+](=O)[O-])cc2)N2C(=O)C(NC(=O)Cc3ccccc3)C2SC1 (stereo not given)
i	9	-1.5	Cn1cnnc1SC1CCCCC1NS(=O)(=O)c1ccc(Cl)cc1 (stereo not given)
-8.1*	49*	3.7	COc1ccc2c(c1)[nH]c1c(N3CCN(Cc4ccc5c(c4)OCO5)CC3)ncnc12
i	30	0.4	Cc1cc(C)c2nc(-c3ccccn3)cc(C(=O)NCCc3ccc(S(N)(=O)=O)cc3)c2c1
i	15	-0.8	CCC(CC)NC(=O)COC(=O)c1ccc2c(c1)C(=O)N(Cc1ccco1)C2=O

The listing continues.
KCNQ2 inh	OX1R FRET antag	STK33 inh	canonical_smiles
i	19	-0.1	COCCCNC(=O)COc1ccc(S(=O)(=O)NCc2ccccc2)cc1Cl
i	8	0.1	C[C@H](/C=C/[C@@]1(O)[C@H](C)C[C@H](O)CC1(C)C)O[C@@H]1O[C@H](CO)[C@@H](O)[C@H](O)[C@H]1O
i	6	-1.2	O=C(O)C1C2C=CC(C2)C1C(=O)N1CCN(C/C=C/c2ccccc2)CC1 (stereo not given)
i	10	-0.2	OCCNc1nc2nonc2nc1NCCO
i	9	-0.8	Cc1ccc(C)c(-c2nnc(NC(=O)CCS(=O)(=O)c3ccc(F)cc3)o2)c1
nt	6	0.3	O=C(NNC(=O)c1ccc2nc[nH]c2c1)c1ccccc1
i	6	0.0	O=c1c2cc(-c3ccccc3)sc2nc2n1N=C(c1ccccc1)CS2
i	1	4.9	CCN(CC(=O)Nc1ccc(NC(C)=O)cc1)CC(=O)Nc1ccccc1C(=O)c1ccccc1
i	8	-0.4	O=S(=O)(c1cccc2nonc12)N1CCCCCC1
i	23	-0.2	COc1ccc(-c2nc(SCC(=O)NCc3ccco3)c(-c3ccccc3)[nH]2)cc1OC
i	19	-1.2	Cc1ccc(CSC2=Nc3ccccc3C3=NC(CCC(=O)NCc4ccco4)C(=O)N23)cc1 (stereo not given)
i	39	-0.9	CN(C)S(=O)(=O)c1ccc(C(=O)NC2CCCc3ccccc32)cc1 (stereo not given)
